Screens from PubChem BioAssay.
JMJD2E inh: inhibitors of human JMJD2E histone demethylase; B2RXH2; JMJD2E catalytic domain, FDH-coupled NADH fluorescence (FDH is formaldehyde dehydrogenase); Potency, µM (doses to about 57.1 µM), for the others: at the top dose activity change, negative = inhibition, most hits filed as inhibitors; 230,000 compounds, 1.6% hits; AID 2147; active = well fitted inhibition curve with a large enough effect, not every such curve was filed as active; inconclusive = small, poorly fitted or top-dose-only effect, or another doubt; inactive = no such curve, though single readings can be large or run the other way;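 note: 0% = wells with enzyme and -100% = buffer wells without enzyme; nearly all actives have a fitted effect of over 50% in size; many of its hits are not listed in these tables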
Tau fluor counter: counter-screen for tau fibril formation inhibitors. tau K18 P301L Alexa594 fluorescence, heparin fibrillization. Potency, µM (series often up to 57.7 µM), inactives show top-dose activity change, negative = decrease. 280,000 compounds, 0.93% hits; note: % is set by controls: 0 for no effect and ±100 for the full control effect; nearly all actives have a fitted effect of over 55% in size
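Human tau K18 P301L (15 uM unlabeled, 0.24 uM Alexa 594-labeled) in 100 mM sodium acetate pH 7 with 20 uM heparin, 6 hr at 37 C. ThT 30 uM added, 1 hr ambient; Alexa 594 FP and total fluorescence read at 555/632 nm.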
Tau fibril ThT: inhibitors of human tau fibril formation, thioflavin T binding; 270,000 compounds, 2.1% hits; AID 1460; Potency, µM (highest dose often 57.4 µM), for inactives: at the highest dose activity, negative = inhibition, usual class: inhibitors; recombinant tau K18 P301L (four-repeat tau fragment), heparin-induced fibrillization, ThT fluorescence; P10636; note: % is set by controls: 0 for no effect and ±100 for the full control effect; nearly all actives have a fitted effect of over 55% in size
Target sequence (P10636 561-689 P618L limits assumed): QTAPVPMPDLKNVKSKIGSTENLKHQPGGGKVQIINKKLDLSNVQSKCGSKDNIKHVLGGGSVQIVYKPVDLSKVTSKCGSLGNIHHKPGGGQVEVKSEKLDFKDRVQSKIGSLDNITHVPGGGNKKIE
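Tau K18 P301L fragment (15 uM unlabeled plus 0.24 uM Alexa 594-labeled) in 100 mM sodium acetate pH 7 with compound, fibrillization induced by 20 uM heparin for 6 hr at 37 C. Thioflavin T (30 uM) added, fluorescence read after 1 hr (ex 450, em 510 nm).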
HttQ103 aggreg: inhibitors of mutant huntingtin aggregate formation in PC12 cells. PC12 HttQ103-GFP aggregates, Acumen cytometry, 40 h. Potency, µM (titrated, usually from 46.1 µM), inactives show at the highest dose activity change, negative = inhibition, usual class: inhibitors. 220,000 compounds, 1.1% hits; note: % is set by controls: 0 for no effect and ±100 for the full control effect; nearly all actives have a fitted effect of over 60% in size
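Multiplexed with ATP-based cell death, this channel scores GFP aggregates in PC12 cells expressing inducible HTTex1-Q103-GFP. Induction used 100 nM tebufenozide; compounds were tested in concentration series.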
HTT cytoprotect: protects HTT-Q103 PC12 cells, measured by ATP. PC12 HTT-Q103 induced, cytoprotection, ATP luminescence, 40 h. Potency, µM (titrated, usually from 56.4 µM), for inactives: cytoprotection (ATP increase), actives largely listed as activators. 230,000 compounds, 0.14% hits. AID 1471;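 note: % of control where 0% means no effect; nearly all actives have a fitted effect of over 45% in size; toxic huntingtin expression switched on by the ecdysone agonist tebufenozide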
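Huntington model: PC12 line, ecdysone-inducible HTTQ103 exon1–GFP, tebufenozide 100 nM. Test articles in a dose series. Endpoint luminescence from cellular ATP.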
ALDH1A1 inh: blocks purified human ALDH1A1 activity | P00352 | Purified ALDH1A1, NADH fluorescence, propionaldehyde substrate | Potency, µM (titrated, usually from 75.3 µM), inactives show top-dose activity, negative = inhibition, usual class: inhibitors | 220,000 compounds, 7.3% hits | AID 1030; active = well fitted inhibition curve with a large enough effect, not every such curve was filed as active; inconclusive = small, poorly fitted or top-dose-only effect, or another doubt; inactive = no such curve, though single readings can be large or run the other way;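 note: plate controls were no enzyme wells and a reference inhibitor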
Target sequence (P00352 whole entry, looked up): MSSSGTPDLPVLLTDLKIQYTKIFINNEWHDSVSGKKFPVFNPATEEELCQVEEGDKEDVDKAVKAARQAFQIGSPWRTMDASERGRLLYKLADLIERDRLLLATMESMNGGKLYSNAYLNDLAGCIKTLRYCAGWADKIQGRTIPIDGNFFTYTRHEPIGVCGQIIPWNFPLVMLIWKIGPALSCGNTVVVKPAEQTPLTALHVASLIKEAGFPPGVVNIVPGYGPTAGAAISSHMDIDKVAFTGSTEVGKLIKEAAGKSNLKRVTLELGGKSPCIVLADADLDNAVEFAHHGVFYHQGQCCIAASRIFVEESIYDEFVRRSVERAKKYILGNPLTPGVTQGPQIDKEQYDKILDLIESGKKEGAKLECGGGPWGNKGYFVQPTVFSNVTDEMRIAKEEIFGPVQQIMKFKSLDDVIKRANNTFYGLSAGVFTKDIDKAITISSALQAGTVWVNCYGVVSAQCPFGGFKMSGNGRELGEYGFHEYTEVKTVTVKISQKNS
Tau FP inhib: inhibitors of human tau fibril formation. Potency, µM (titrated, usually from 57.7 µM), for inactives: at the top dose activity, negative = inhibition, actives largely listed as inhibitors. K18 P301L tau heparin fibrillization, Alexa594 FP, 6 h. 280,000 compounds, 0.39% hits; note: % is set by controls: 0 for no effect and ±100 for the full control effect; nearly all actives have a fitted effect of over 55% in size
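Quantitative HTS format: compounds meet 15 uM recombinant K18 P301L tau and Alexa 594-tau tracer in 100 mM sodium acetate pH 7; 20 uM heparin triggers fibrillization at 37 C over 6 hr; FP gives the signal.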
SMN2 splice up: increases expression of the SMN2 splice variant. HEK293 SMN2-luciferase splicing reporter, luminescence, 30-36 h. Potency, µM (series often up to 46.1 µM), inactives show top-dose activity change, positive = activation, usual class: activators. 210,000 compounds, 2.8% hits; note: % of control where 0% means no effect; nearly all actives have a fitted effect of over 55% in size
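qHTS luciferase splicing reporter: luminescence rises when SMN2 exon 7 is included in transfected HEK293 cells. Compound exposure lasted 30-36 h at 37C, with 4.5 mM final sodium butyrate as control, followed by a ONE-Glo read.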
The depositor's hits bear a star; u = inconclusive; x = no result given; & = joins results of further samples; ! = not confirmed by another sample; [ ] = another dose, or the depositor's remark. Unless noted, calls come from the whole dose curve; as a rule, active = well fitted curve in the direction sought with a large enough effect; inconclusive = small, poorly fitted or top-dose-only effect, or another doubt; inactive = no such curve, though single readings can be large; an effect the other way counts as inactive or inconclusive. Potency is the fitted concentration of half-maximal effect. An excerpt; the hit share may differ from the screen's.

| cpd | canonical_smiles | JMJD2E inh | Tau fluor counter | Tau fibril ThT | HttQ103 aggreg |
| --- | --- | --- | --- | --- | --- |
| 1 | CCCc1cc(C(N)=S)ccn1 | 2% | -14%&-1% | -13%&-1% | -23%&-18% |
| 2 | O=C(O)[C@@H]1[C@@H]2C[C@H]3c4[nH]c5ccccc5c4CCN3C[C@@H]2CC[C@@H]1O | u | x | x | 0%[20.6 µM] |
| 3 | CN=C(NC#N)Nc1ccc(C2=NNC(=O)CC2C)cc1 (configuration not stated) | -27% | 0%&0% | -8%&-8% | x |
| 4 | Cc1ccc(Cc2c(C)nc3c(-c4ccccc4)c(C)[nH]n3c2=O)cc1 | x | -3% | 1% | x |
| 5 | CCN(CCCCOC(=O)c1ccc(OC)c(OC)c1)[C@@H](C)Cc1ccc(OC)cc1 | 0%[25.5 µM] | x | x | 9%[20.6 µM] |
| 6 | O=C(NCCN1CCOCC1)c1ccc(Cl)cc1 | 4% | -8% | -6% | 6% |
| 7 | C[C@H]1C[C@@H]2[C@H]3CCC4=CC(=O)C=C[C@@]4(C)[C@@]3(Cl)[C@@H](O)C[C@]2(C)[C@]1(OC(=O)c1ccco1)C(=O)CCl | -1%[25.5 µM] | x | x | 2%[20.6 µM] |
| 8 | C[C@H]1c2cccc(O)c2C(O)=C2C(=O)[C@]3(O)C(O)=C(C(N)=O)C(=O)[C@@H](N(C)C)[C@@H]3[C@@H](O)[C@@H]21 | 20µM* | -15%&-9% | -12%&-16% | 8%[9.22 µM] |
| 9 | Cc1cc(O)c2c(c1)C(=O)c1cccc(O)c1C2=O | u | -10%&-14%&-18% | u | -1% |
| 10 | CN1CCC(Nc2ncc3ncnc(Nc4ccc(F)c(Cl)c4)c3n2)CC1 | x | -14% | -10% | u |
| 11 | CC(=O)O[C@]1(C(C)=O)CC[C@H]2C3C=C(Cl)C4=CC(=O)[C@@H]5C[C@H]5[C@]4(C)C3CC[C@@]21C (some centres not stated) | 4% | -13% | -14% | x |
| 12 | COc1cc2c(c(OC)c1OC)-c1c(cc(OC)c(OC)c1OC)C[C@H](C)[C@H](C)C2 | -9% | -4% | -12% | 26%[9.22 µM] |
| 13 | COc1ccc([C@@H]2CNC(=O)C2)cc1OC1CCCC1 | -4% | -5%&-7%&-2% | -9%&-3%&-2% | 3%[20.6 µM] |
| 14 | CC(C)(C)c1ccc(S(=O)(=O)c2cnc(SCC(=O)Nc3ccc(F)c(Cl)c3)[nH]c2=O)cc1 | x | -13% | -16% | x |
| 15 | Cc1nc2c([nH]1)c(=O)n(C)c(=O)n2Cc1ccco1 | -3% | -3%&0% | -1%&-3% | 12% |

| cpd | HTT cytoprotect | ALDH1A1 inh | Tau FP inhib | SMN2 splice up |
| --- | --- | --- | --- | --- |
| 1 | 5%&-17% | 2%&-8% | 1%&0% | 0%&-5% |
| 2 | u | -3%[20.9 µM] | x | -7%[20.6 µM] |
| 3 | -21% | -2%&-8% | -4%&2% | -7%&5% |
| 4 | x | x | 3% | -1% |
| 5 | -61%[inhibitor][17.1 µM] | 8%[20.9 µM] | x | -34%[inhibitor][20.6 µM] |
| 6 | -5% | u | -7% | 1% |
| 7 | -116%[inhibitor][17.1 µM] | -2%[20.9 µM] | x | -10%[20.6 µM] |
| 8 | -62%[inhibitor] | -1% | -13%&-5% | x |
| 9 | -13%[1.9 µM] | 13µM*! | -1%&0%&1% | 11%&-5%&1% |
| 10 | -98%[inhibitor] | 1% | 3% | x |
| 11 | x | 3% | 1% | -35%[inhibitor] |
| 12 | -6%[10 µM] | x | 4% | x |
| 13 | u | u | u | 1%[20.6 µM] |
| 14 | x | x | -15% | -9% |
| 15 | -19% | 6%&2% | 2%&-6% | -52%&26%[inhibitor] |

Copied from the list.
For Tau FP inhib, no. 9 has -1%&0%&1%
For Tau fibril ThT, no. 12 has -12%
For HttQ103 aggreg, no. 7 has 2%[20.6 µM]
For Tau fibril ThT, no. 11 has -14%

New compounds follow.
| cpd | canonical_smiles | JMJD2E inh | Tau fluor counter | Tau fibril ThT | HttQ103 aggreg |
| --- | --- | --- | --- | --- | --- |
| 16 | COc1ccc(Cn2c(CCC(=O)Nc3cccc(OC)c3)nc3cccnc32)cc1 | x | -18% | -2% | x |
| 17 | C/C=C(/C)C(=O)O[C@@H]1c2cc3c(c4c2[C@@]2(CO4)C(=O)C(OC)=C(OC)C=C2C[C@@H](C)[C@H]1C)OCO3 | 9% | 16% | 14% | 19%[9.22 µM] |
| 18 | CC(C)(C(=O)c1cccnc1)c1cccnc1 | -2%[25.5 µM] | x | x | 4%[20.6 µM] |
| 19 | CCn1cc(C(=O)O)c(=O)c2cc(F)c(N3CCN[C@@H](C)C3)c(F)c21 | u | x | x | -4% |
| 20 | CN1CCN(CCCN2c3ccccc3Sc3ccc(S(=O)(=O)N(C)C)cc32)CC1 | -3%[25.5 µM] | x | x | 20%[20.6 µM] |
| 21 | Cc1ccc(C(=O)C(C)CN2CCCCC2)cc1 (configuration not stated) | 0% | -7% | 2% | 18% |

| cpd | HTT cytoprotect | ALDH1A1 inh | Tau FP inhib | SMN2 splice up |
| --- | --- | --- | --- | --- |
| 16 | x | x | -13% | -8% |
| 17 | 3%[10 µM] | x | -1% | x |
| 18 | -7%[40.3 µM] | 7%[20.9 µM] | x | -1%[20.6 µM] |
| 19 | -52%[inhibitor][17.1 µM] | u | x | -5%[20.6 µM] |
| 20 | -37%[inhibitor][17.1 µM] | -9%[20.9 µM] | x | -10%[20.6 µM] |
| 21 | -38%[inhibitor] | -11% | -13% | 0% |

Ordered by molar mass (highest first): four of the compounds above.
| cpd | canonical_smiles | JMJD2E inh | Tau fluor counter | Tau fibril ThT | HttQ103 aggreg |
| --- | --- | --- | --- | --- | --- |
| 10 | CN1CCC(Nc2ncc3ncnc(Nc4ccc(F)c(Cl)c4)c3n2)CC1 | x | -14% | -10% | u |
| 3 | CN=C(NC#N)Nc1ccc(C2=NNC(=O)CC2C)cc1 (configuration not stated) | -27% | 0%&0% | -8%&-8% | x |
| 9 | Cc1cc(O)c2c(c1)C(=O)c1cccc(O)c1C2=O | u | -10%&-14%&-18% | u | -1% |
| 21 | Cc1ccc(C(=O)C(C)CN2CCCCC2)cc1 (configuration not stated) | 0% | -7% | 2% | 18% |

| cpd | HTT cytoprotect | ALDH1A1 inh | Tau FP inhib | SMN2 splice up |
| --- | --- | --- | --- | --- |
| 10 | -98%[inhibitor] | 1% | 3% | x |
| 3 | -21% | -2%&-8% | -4%&2% | -7%&5% |
| 9 | -13%[1.9 µM] | 13µM*! | -1%&0%&1% | 11%&-5%&1% |
| 21 | -38%[inhibitor] | -11% | -13% | 0% |
